Screening data from PubChem BioAssay.
S100A4 inh HTS = inhibitors of S100A4-myosin IIA peptide binding, primary screen, biochemical, fluorescence polarization, TAMRA-MyoIIA peptide | 360,000 tested, 0.14% active | inhibition, % at 10.7 µM;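 active = mean inhibition of at least 70% across replicates, with every replicate also reaching that level; inconclusive = mean inhibition reaches 70% but some replicates fall short; inactive = mean inhibition below 70%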
Target sequence (P26447 whole entry, looked up): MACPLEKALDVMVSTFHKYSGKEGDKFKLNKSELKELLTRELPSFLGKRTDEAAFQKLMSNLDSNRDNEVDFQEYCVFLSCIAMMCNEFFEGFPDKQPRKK
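Test system – S100A4 monomer (human) · Compound – single-point compound testing · Schedule – 5 min incubation before reading · Probe or stimulus – TAMRA-labelled myosin IIA heavy-chain peptide probe, 5 nM · Benchmarks – neutral control DMSO, positive control TFP · Medium – Calcium-containing HEPES buffer, pH 7.2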
FN deposit inh = inhibitors of fibronectin matrix deposition, primary screen, AH1F cells, Alexa488-fibronectin fluorescence, plate reader; AH1F fibroblasts, overnight; AID 743247, 2014; inhibition, % at 12.6 µM; 350,000 tested, 0.086% active;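 active = mean inhibition across replicates of 30% or more, regardless of how many single replicates reach that level; inconclusive = mean under 30% yet at least half of replicates reach 30%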;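 also: positive control wells lacked labelled fibronectin entirely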
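Assay system: AH1F fibroblast monolayer, labelled fibronectin deposition. Amount: 10000 cells per well. Also added: labelled fibronectin 24 nM. Compound: single-point pinned compound. Incubation: cell attachment 1 h, compound and FN exposure overnight. Detection: fluorescence after three HBSS washes, excitation 485 nm, emission 525 nm. Read-out: inhibition of fibronectin deposition signal.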
esBAF inh = Bmi1 luciferase reporter increase in mESCs, primary screen, esBAF inhibitor project, mouse ES cells, Bmi1 luciferase knock-in, single point | 350,000 tested, 2% active | reporter increase, % at 12.5 µM | 24 h; 100% = twice the neutral-well signal; in the data active = activation above about 40%; inconclusive = no clear call, values can overlap the other calls;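 also: 0% = median of the plate's neutral control wells and 100% = double that signal; a rise in the Bmi1 reporter signal indicates esBAF inhibition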
XiGFP reactiv = activators of inactive X chromosome reactivation, primary screen, imaging, XiGFP fibroblasts, GFP high-content imaging, set 2 | XiGFP mouse fibroblasts, % GFP-positive cells imaging, 3 d; cells co-treated with 5-aza-dC sensitizer; scaled so ellipticine positive control = 100% | activation, % at 7.58 µM | 360,000 tested, 0.055% active | AID 743238, 2013;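 active = mean normalized replicate activation at least 10% and every replicate at or above 10%; inconclusive = only one of the two criteria met; inactive = mean below 10% and not all replicates reach 10%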;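 also: 0% = median of on-plate neutral control wells and 100% = ellipticine 6 µM median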
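Schedule: 3 d treatment, 15 min room-temperature fixation; system: 68-5-11 XiGFP fibroblast line; buffer or medium: DMEM plus 5-aza-dC sensitizer; control set: ellipticine 6 µM positive control; compound: one concentration, pinned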
RAD52 anneal inh = RAD52 DNA annealing inhibitors, primary screen, biochemical, FRET, single point, set 2 | DNA repair protein RAD52 homolog (Homo sapiens), P43351 | recombinant RAD52 DNA annealing, FRET fluorescence | inhibition, % at 18.7 µM | 360,000 tested, 0.46% active | AID 651710, 2012;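 active = every replicate showing at least 50% inhibition; inconclusive = mean inhibition at least 50% but not in every replicate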
RAD54 branch = inhibitors of human RAD54 branch migration, primary screen, biochemical, fluorescence, single point. RAD54 Holliday junction branch migration, FAM/BHQ fluorescence. inhibition, % at 10.4 µM. 360,000 tested, 0.14% active. AID 602329, 2012;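 active = mean normalized replicate activity at least 40 and at least half of replicates scoring 40 or more; inconclusive = only one of the two criteria met; inactive = mean below 40 and under half of replicates reaching 40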;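 also: 0% = median of neutral control wells and 100% = median of positive control wells; inhibitors cause a drop in the FAM fluorescence signal; in these data hits start at about 50%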
Target sequence (Q92698 whole entry, looked up): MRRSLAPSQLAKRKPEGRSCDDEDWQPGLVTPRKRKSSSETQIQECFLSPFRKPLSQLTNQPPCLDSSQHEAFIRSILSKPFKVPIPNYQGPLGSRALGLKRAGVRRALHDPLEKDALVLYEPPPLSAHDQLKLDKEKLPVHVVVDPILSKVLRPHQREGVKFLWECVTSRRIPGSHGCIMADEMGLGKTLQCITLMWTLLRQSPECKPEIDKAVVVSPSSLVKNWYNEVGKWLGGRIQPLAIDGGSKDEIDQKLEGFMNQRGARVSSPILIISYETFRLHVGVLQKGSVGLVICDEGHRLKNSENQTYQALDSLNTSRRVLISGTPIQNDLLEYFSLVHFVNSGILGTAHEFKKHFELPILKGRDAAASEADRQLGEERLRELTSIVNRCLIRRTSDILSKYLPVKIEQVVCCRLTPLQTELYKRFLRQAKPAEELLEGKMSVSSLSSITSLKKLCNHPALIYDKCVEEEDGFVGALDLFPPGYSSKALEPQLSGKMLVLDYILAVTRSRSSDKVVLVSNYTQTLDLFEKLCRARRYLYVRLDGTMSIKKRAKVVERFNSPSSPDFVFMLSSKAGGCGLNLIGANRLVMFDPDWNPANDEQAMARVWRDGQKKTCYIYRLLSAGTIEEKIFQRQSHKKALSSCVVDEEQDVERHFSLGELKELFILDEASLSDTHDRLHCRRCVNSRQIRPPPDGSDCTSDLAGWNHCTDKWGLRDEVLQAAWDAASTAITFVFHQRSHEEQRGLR
EWS-Fli block = EWS/Fli-driven NR0B1 reporter inhibitors, primary screen, A673 cells, NR0B1 luciferase, luminescence, MLPCN library; viability-normalised; inhibition, % at 12.6 µM; AID 651661, 2012; 350,000 tested, 0.67% active;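 active = mean inhibition of at least 50% after viability correction, with every replicate also passing that limit; inconclusive = mean reaches 50% but only one of two replicates passes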;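 also: firefly luciferase signal divided by Alamar Blue viability fluorescence both relative to DMSO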
E-sel inducer = E-selectin induction in HUVECs, primary screen, imaging, HUVEC, immunofluorescence imaging, single point | activation, % at 7.58 µM | P16581 | normalized: neutral wells 0, TNF-alpha wells 100 | 260,000 tested, 0.37% active;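 active = mean E-selectin-positive cell signal at least 10% of the positive control, reached in at least 60% of replicates, without over 20% cell loss; inconclusive = no rule given, readout overlaps actives, possibly toxicity-flagged; inactive = the rest, including those meeting only one limit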;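 also: in these data hits start at about 27%; measured in HUVEC primary endothelial cells; signal is the percent of cells scored E-selectin positive by PE staining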
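System: HUVEC / Compound: single concentration / Signal: immunofluorescence imaging / Read-out: percent E-selectin-positive cells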
The depositor's hits bear a star; ? = inconclusive; · = not tested or not shown.

structure	RAD52 anneal inh	XiGFP reactiv	RAD54 branch	S100A4 inh HTS	EWS-Fli block	FN deposit inh	E-sel inducer	esBAF inh
COC(=O)c1c(C(=O)OC)c(-c2ccc(C(C)(C)C)cc2)n2c1CS(=O)C2 (stereo not given)	2.4	0.0	-6.0	0.1	8.0	-22.7	·	5.1
CC(C)c1cc(NC(=O)CCl)on1	-8.6	0.0	·	-2.4	23.1	-7.8	·	·
O=C(CNC(=O)OCc1ccccc1)OC(c1ccccc1)c1ccccc1	6.2	-0.1	2.8	1.4	3.6	-2.2	0.0	-3.1
C[C@H](CO)N1C[C@H](C)[C@@H](CN(C)C(=O)Cc2ccccn2)Oc2ncc(-c3ccncc3)cc2C1=O	2.5	-0.5	-3.7	7.8	5.2	·	?	-3.6
O=C(NCC[C@H]1CC[C@H](NC(=O)Nc2cc(F)ccc2F)[C@H](CO)O1)Nc1ccc(Cl)cc1	12.9	0.0	2.1	-14.8	-43.9	0.5	-0.3	42.7*
CC(=NNC(=O)CCC(=O)Nc1ccccc1Cl)c1ccco1	-9.7	0.3	-2.8	4.8	-5.5	-8.6	-0.2	-2.1
COCCN(Cc1cc2cc(C)ccc2nc1Cl)C(=O)Nc1ccccc1OC	-4.4	0.0	·	1.7	6.8	-4.8	·	·
COc1cc(C)ccc1S(=O)(=O)NC(=O)C1(C)CCN1C(=O)c1ccc(C(F)(F)F)nc1C (stereo not given)	5.2	0.0	-7.2	-1.7	4.3	-5.9	-0.1	-4.7
CCCS(=O)(=O)c1c(S(=O)(=O)CCC)c2ccccn2c1C(=O)OC	3.4	·	-18.9	0.9	·	-10.6	·	-7.1
CCOC(=O)c1sc(NC(=O)c2cccc(S(=O)(=O)N3c4ccccc4CC3C)c2)cc1C (stereo not given)	-10.3	-0.1	·	2.2	4.2	3.5	0.4	·
Nc1c2c(nc3sc4c(c13)CCCC4)-c1ccccc1CC2	-2.4	-0.1	9.4	10.1	-51.9	-6.1	·	-13.9
Cc1ccnc(NS(=O)(=O)c2ccc(NC(=O)Cc3c(F)cccc3Cl)cc2)n1	-13.2	0.0	-4.0	3.1	10.3	-5.0	·	-1.7
Cc1[nH][nH]c(=O)c1C(c1ccc(N(C)C)c(Br)c1)c1c(C)[nH][nH]c1=O	-4.5	-0.2	·	-9.7	-2.0	-3.0	-0.2	·
COc1ccc(C(=O)CC(=O)c2ccccc2O)cc1OC	-12.0	0.0	·	1.5	-85.0	10.8	·	57.1*
N#Cc1ccc(Oc2ccc(NC(=O)C3CC=CCC3C(=O)O)cc2)cc1 (stereo not given)	-6.5	0.0	·	4.6	-4.0	7.5	·	·
Cc1ccc(S(=O)(=O)N(CC(=O)NC2CC2)c2ccc(C)c(Cl)c2)cc1	-21.8	0.3	-1.7	-5.1	·	-0.4	-1.0	-3.7
Cc1ccc(O)c(NC(=O)/C=C/C(=O)O)c1	-12.4	-0.1	·	-10.4	6.2	0.0	-0.7	·
N#C[C@H]1[C@H](c2ccc(C3=CCCCC3)cc2)[C@@H](CO)N1C(=O)Cc1ccncc1	-25.2	0.1	-27.6	-11.8	4.5	2.7	4.3	6.7
O=C(CC(=O)N/N=C\c1ccccc1)NCCc1ccccc1	0.3	0.0	-9.3	-1.1	-17.9	1.6	·	0.8
O=C1C=CC(=Nc2ccc3c(c2)Cc2ccccc2-3)O1	-13.1	0.0	3.3	-7.4	-10.0	0.6	0.1	28.9
CN(C(=O)Nc1cccc(C(F)(F)F)c1)C1CCCCC1	-14.6	0.0	-9.0	1.1	-30.0	-9.5	4.6	27.4
CC(C)NC(=O)[C@H](CSCc1ccccc1)N1Cc2ccccc2C1=O	-21.8	0.1	-1.1	2.9	-7.5	-7.6	·	2.4
O=C(N/N=C/c1coc2ccc(Cl)cc2c1=O)c1ccc(O)cc1	-13.0	0.2	1.2	6.6	3.4	-0.2	·	7.7
COC(=O)c1scc(S(=O)(=O)C(C)(C)C)c1-n1cccc1	-8.2	-0.1	·	-12.9	-0.7	11.3	0.1	·
COc1ccc2oc(C(=O)OCC(=O)N3CCN(S(=O)(=O)c4ccccc4)CC3)c(C)c2c1	-19.0	-0.7	·	-9.9	-6.4	-3.2	4.9	·
Nn1c(SCc2cccc3ccccc23)nnc1-c1ccco1	·	·	-3.0	·	·	-3.6	-1.7	-0.9
O=C(CSc1nnc(-c2ccccc2F)o1)N1CCCC1	-0.6	0.1	8.6	9.1	-55.8	-8.7	·	29.4
N#CCCN(Cc1cccs1)C(=O)c1ccc(Cl)cc1	-6.4	0.2	·	-3.9	-10.1	-11.9	10.0	·
Cc1[nH]c2ccccc2c1C(=O)C(=O)NCCOc1ccccc1	-22.8	-0.1	·	-1.6	1.8	·	·	·
Cn1cnc(CCNC(=O)C[C@H]2CC[C@H]3[C@@H](COC[C@H](O)CN3C(=O)Nc3ccccc3)O2)c1	3.3	-0.1	7.7	-17.2	0.6	-0.3	0.0	1.5

The list goes on, overlapping the part above by 5 compounds.
structure	RAD52 anneal inh	XiGFP reactiv	RAD54 branch	S100A4 inh HTS	EWS-Fli block	FN deposit inh	E-sel inducer	esBAF inh
Nn1c(SCc2cccc3ccccc23)nnc1-c1ccco1	·	·	-3.0	·	·	-3.6	-1.7	-0.9
O=C(CSc1nnc(-c2ccccc2F)o1)N1CCCC1	-0.6	0.1	8.6	9.1	-55.8	-8.7	·	29.4
N#CCCN(Cc1cccs1)C(=O)c1ccc(Cl)cc1	-6.4	0.2	·	-3.9	-10.1	-11.9	10.0	·
Cc1[nH]c2ccccc2c1C(=O)C(=O)NCCOc1ccccc1	-22.8	-0.1	·	-1.6	1.8	·	·	·
Cn1cnc(CCNC(=O)C[C@H]2CC[C@H]3[C@@H](COC[C@H](O)CN3C(=O)Nc3ccccc3)O2)c1	3.3	-0.1	7.7	-17.2	0.6	-0.3	0.0	1.5
COc1ccc(-c2csc(C(C)(O)c3ccccc3)n2)cc1 (stereo not given)	-7.0	-0.1	2.3	4.1	-52.3	2.7	0.4	59.9*
COc1ccc(-c2ccc3c(c2)O[C@@H](CN(C)C)[C@H](C)CN([C@H](C)CO)S3(=O)=O)cc1	6.9	0.7	-5.8	3.1	5.1	7.0	0.4	-2.9
COc1cccc(CNC(=O)C[C@H]2C=C[C@@H](NS(=O)(=O)c3ccccc3OC)[C@H](CO)O2)c1	-10.3	0.5	-5.1	-2.6	-1.7	·	0.0	-0.2
COc1ccc(C2CC(=O)C(c3ccc(C(C)=O)cc3)=CN2Cc2ccccc2)cc1 (stereo not given)	-8.3	0.2	·	-4.6	-10.2	2.3	0.3	·
O=C(C1CCCN(Cc2ccccc2F)C1)N1CCCCC1 (stereo not given)	-6.2	0.0	-27.4	-1.5	3.3	0.7	·	-3.7
O=C(COC(=O)c1ccccn1)NCCc1ccc(Cl)cc1	-2.6	0.0	·	-5.3	7.9	-3.6	·	4.5
Cn1cnnc1SCC(=O)Nc1ncc([N+](=O)[O-])s1	-24.6	0.2	0.6	-2.0	-32.2	·	-0.4	17.3
O=C(CSc1nc2ccccc2[nH]1)N/N=C/c1ccncc1	-10.2	0.1	-11.9	-22.7	-2.5	0.1	8.2	·
COc1cccc(NC(=O)C[C@@H]2CC[C@H]3[C@@H](COc4ccc(NS(=O)(=O)c5cccc(F)c5)cc4C(=O)N3C)O2)c1	·	0.0	-9.4	·	4.7	-1.6	0.8	5.8
CN(Cc1ccccc1)C(=O)c1ccc(Nc2nc(CN)cs2)nc1	-26.2	0.4	-9.2	-4.0	6.0	14.1	-0.1	7.7
CCN(C(=O)c1c(C)noc1C)c1c(N)n(Cc2ccccc2)c(=O)[nH]c1=O	-17.8	0.1	-1.4	2.7	-6.4	3.9	-0.1	-1.2
O=C(NNC(=O)C1CCCC1)c1cc([N+](=O)[O-])cc([N+](=O)[O-])c1	-0.8	-0.1	-0.5	4.6	2.2	7.6	·	-1.3
COc1c(Cl)ccc(Cl)c1C(=O)NC(=O)Nc1nc(C)cc(C)n1	-22.1	0.6	12.0	2.7	-22.7	0.0	-0.2	-0.4
C[C@H]1CN([C@@H](C)CO)C(=O)c2cc(NC(=O)CCCCCC(=O)Nc3ccccc3N)ccc2O[C@@H]1CN(C)C(=O)Nc1ccc(F)cc1	0.5	0.0	·	0.8	-1.8	·	7.6	·
C/C=C/c1ccc2c(c1)O[C@H](CN(C)C(=O)NCCC)[C@@H](C)CN([C@H](C)CO)S2(=O)=O	4.1	0.5	-4.8	0.6	6.4	·	0.7	-0.3
Nc1nc(-c2ccc(F)cc2)cs1	-2.6	·	-7.0	2.8	-12.3	5.1	-0.3	23.6
O=C(NCc1cccnc1)C(=O)NCC(c1ccco1)N1CCN(c2ccccc2)CC1 (stereo not given)	-8.9	-0.1	-3.6	-2.2	0.0	5.1	·	-0.9
CN1c2ccc(C#Cc3cccnc3)cc2[C@@H]2[C@@H](CCN2C(=O)C2CCOCC2)[C@H]1CO	-12.5	0.2	9.7	9.0	-2.4	-0.1	-0.4	-0.2
O=C(COC(=O)CCC(=O)c1ccc(F)cc1)NCc1ccccc1Cl	-11.9	0.1	-1.3	-2.9	-13.7	10.3	0.2	-3.4
CC(C)NC(=O)N(C)C[C@@H]1OCCCC[C@@H](C)Oc2ccc(NC(=O)Nc3ccccc3)cc2C(=O)N([C@@H](C)CO)C[C@@H]1C	-5.7	-0.1	15.6	-5.9	·	-21.3	·	·
O=C(CN1C(=O)S/C(=C\c2ccc(F)cc2)C1=O)NCCCn1ccnc1	-3.8	0.0	-10.4	-7.0	·	-21.3	·	-2.1
C[C@H](CO)N1C[C@H](C)[C@H](CN(C)C(=O)Cc2ccccn2)Oc2ncc(C#CC3CC3)cc2C1=O	-5.1	-0.9	0.9	37.9	-0.1	·	1.5	-1.6
CC1Oc2ccccc2N(CC(=O)NCc2ccc3c(c2)OCO3)C1=O (stereo not given)	-7.4	0.0	·	8.5	-58.4	7.3	·	·
